Screening data (PubChem BioAssay)
NCI-60 one-dose screen, 48 h, at 10 µM unless noted. Numbers give growth in % (100 = growth as untreated, 0 = no growth, -100 = all killed).
OVCAR-3 = OVCAR-3 ovarian cancer | 79,000 compounds, 7% hits | AID 1794787
DU-145 = DU-145 prostate cancer | 81,000 compounds, 4.2% hits
OVCAR-8 = OVCAR-8 ovarian cancer; 81,000 compounds, 4.4% hits
OVCAR-4 = OVCAR-4 ovarian cancer cells; 80,000 compounds, 3.7% hits; AID 1794784
OVCAR-5 = OVCAR-5 ovarian cancer | AID 1794783 | 82,000 compounds, 2.9% hits
PC-3 = PC-3 prostate cancer cells. 80,000 compounds, 3.9% hits. AID 1794754
SK-OV-3 = SK-OV-3 ovarian cancer cells | 80,000 compounds, 3.2% hits
SF-268 = SF-268 CNS cancer cells | AID 1794759 | 82,000 compounds, 3.1% hits
U251 = U251 CNS tumor cells. 80,000 compounds, 5.4% hits
* marks the source's active call; other numbers are inactive results; · = no result given; & = joins results of further samples; ! = repeats disagree. The calls were made as follows: active = growth percent below 10; inactive = the rest. The list is partial (hit frequency here may not be typical).

Fields – OVCAR-3	DU-145	OVCAR-8	OVCAR-4	OVCAR-5	PC-3	SK-OV-3	SF-268	U251
- COc1cc(=O)oc(/C=C/C=C/C=C/C(C)=C\C2(C)OC(C)C(C)(O)C2O)c1C (configuration not stated)
 : 108	117	·	118	98	91	109	113	112
- COCC1OC2OC3C(COC)OC(OC4C(COC)OC(OC5C(COC)OC(OC6C(COC)OC(OC7C(COC)OC(OC8C(COC)OC(OC1C(O)C2O)C(O)C8O)C(O)C7O)C(O)C6O)C(O)C5O)C(O)C4O)C(O)C3O (configuration not stated) (tested in a mixture with another compound)
 : 119	113	114	111	104	·	117	105	105
- c1ccc(N=PNc2ccccc2)cc1 (configuration not stated)
 : 111	110	109	121	100	93	107	103	105
- CC12CCC3C(CC=C4C[C@@H](O)CCC43C)C1C/C(=C\c1ccc(OCC(=O)O)cc1)C2=O (some centres not stated)
 : 109	109	97	·	109	104	109	103	103
- CC1CNC(=S)S1 (configuration not stated)
 : 118	112	98	·	103	97	101	108	98
- CC(=O)O[C@H]1CC[C@H]2[C@@H]3CC=C4C=C(Cl)CC[C@]4(C)[C@H]3CC[C@]12C
 : 99	105	92	106	111	86	83	94	96
- CCOP(=O)(OCC)C(NC(C)=O)C(=O)SCCN (configuration not stated)
 : 147	122	109	110	104	116	117	125	106
- N#CC1c2ccccc2C=CN1C(=O)c1ccc(N(CCCl)CCCl)cc1 (configuration not stated)
 : 89	111	86	97	99	81	97	96	·
- CCC1CC(O)c2c(O)c3c(c(O)c2C1O)C(=O)c1cccc(O)c1C3=O (configuration not stated) (tested in a mixture with another compound)
 : -12*	-1.3*	·	-22*	-78*	-33*	11	-24*	-12*
- C[C@H]1[C@H](OC(=O)CCC(=O)Nc2cnccn2)O[C@@H]2OC3(C)CC[C@H]4[C@H](C)CC[C@@H]1[C@@]24OO3
 : 35	78	21	44	35	37	77	56	43
- CCOP(=S)(OCC)Oc1ccc2c(C)c(Cl)c(=O)oc2c1
 : 116	100&107	96&100	91	93&101	69	90&121	90&100	92&88
- COC1=C[C@@H]2[C@@H]3Cc4ccc(OC)c(O)c4[C@]2(CCN3C)CC1=O
 : 114	119	94	106	92	97	122	101	101
- O=C(NCCCNCCCCCCCNCCCNC(=O)C1CCC2(CC1)OOC1(O2)C2CC3CC(C2)CC1C3)C1CCC2(CC1)OOC1(O2)C2CC3CC(C2)CC1C3 (configuration not stated)
 : 74	102	79	87	113	74	115	77	58
- CNCc1cccnc1
 : 115	111	103	·	114	89	106	104	100
- c1c(N2CC2)cc(N2CC2)cc1N1CC1
 : 108	111	·	106	114	108	95	105	·
- C#CCOC(=O)CCN1CC1
 : 108	106	102	118	103	103	107	97	97
- FC(F)(F)/C=C(\N1CC1)C(F)(F)F
 : 97	100	101	105	99	94	105	108	101
- CCOc1ccccc1C(=O)OCC(Cl)(Cl)Cl
 : 109	100	102	111	109	96	106	101	102
- Clc1ccc(CC2CCCCN2)cc1 (configuration not stated)
 : 104	108	99	104	102	91	100	100	102
- CN1CCN(C(=O)COc2ccc(/C=C3\CC4C5CC=C6CC(Cl)CCC6(C)C5CCC4(C)C3=O)cc2)CC1 (configuration not stated)
 : 76	65	79	71	100	71	86	73	34
- NC(=O)CN1CCCC1=O
 : 120	125	99	102	104	110	111	119	103
- O=P(Oc1ccccc1)(Oc1ccccc1)c1ccccc1
 : 95	100	101	101	114	86	95	93	95
- COc1ccc(Nc2ccnc3cc(Cl)ccc23)cc1CN(CCCl)CCCl
 : -49*	-26*	-39*	-15*	-26*	-4.2*	8.9*	-29*	-11*
- CN1CCC(O)(c2ccc(F)cc2)C(C(=O)c2ccc(F)cc2)C1 (configuration not stated)
 : 111	107	102	102	93	98	102	106	107
- O=C1CCC(=O)N1[N+](=O)[O-]
 : 114	111	99	110	106	90	112	104	98
- CC(C)(c1ccc(OP2(=O)OCC3(CC=CCC3)CO2)cc1)c1ccc(OP2(=O)OCC3(CC=CCC3)CO2)cc1 (configuration not stated)
 : 102	100	85	82	100	74	88	86	83
- CNCC(=O)c1ccccc1
 : 106	108	109	98	99	95	104	104	105
- O=CN1N=C(c2ccccc2)CC1c1sc(N(CCCl)CCCl)nc1Cl (configuration not stated)
 : 96	111	91	96	91	82	79	101	97
- COc1ccc(NP2(=O)OCC(C)(N)CO2)cc1 (configuration not stated)
 : 107	102	101	110	102	85	103	96	·
- Cc1ccccc1OP(=S)(Oc1ccccc1C)Oc1ccccc1C
 : 111	113	110	·	112	101	94	100	106

Next entries follow.
Fields – OVCAR-3	DU-145	OVCAR-8	OVCAR-4	OVCAR-5	PC-3	SK-OV-3	SF-268	U251
- CCNP(=S)(NCC)c1ccccc1
 : 103	106	106	105	108	94	102	98	96
- O=C(O)C(Cl)Cl
 : 103	114	100	97	86	108	165	88	95
- C/C=C(/C)C(=O)O[C@H]1CC[C@@]2(C)[C@@H]3CC[C@H]4[C@]5(O)C[C@H](O)[C@@]6(O)[C@@H](CN7C[C@@H](C)CC[C@H]7[C@@]6(C)O)[C@]5(O)C[C@@]42O[C@@]13O
 : 120	138	92	102	103	·	118	116	103
- Oc1ccc(O)c2c1C1(Cl)C(Cl)=C(Cl)C2(Cl)C1(Cl)Cl
 : 40	63	74	54	70	42	67	45	52
- O=[N+]([O-])CC(c1ccccc1)c1c(-c2ccccc2)[nH]c2ccccc12 (configuration not stated)
 : 85	96	89	76	98	·	48	79	86
- CC(C)[C@H](NC(=O)c1cn(Cc2ccccc2)c2ccccc12)C(N)=O
 : 105	106	103	99	97	92	95	94	100
- CC(C)c1cccc(C(C)C)c1OCC[N+](C)(C)C
 : 102	109	103	126	105	97	109	98	95
- Cn1cccc1-c1cccnc1
 : 116	115	98	110	94	91	99	107	93
- C/C(=N/OC(=O)N(C)C)c1ccc([N+](=O)[O-])cc1
 : 117	128	108	110	120	99	106	110	103
- COc1ccc2c(c1)C13CCN(C)C(C2)C1CCC1(C3)OCCO1 (configuration not stated)
 : 107	105	103	111	105	101	101	101	·
- O=c1[nH]c2ccccc2n1C1CCN(CCCC(c2ccc(F)cc2)c2ccc(F)cc2)CC1
 : -74*!	53&57	44	70&56	38	-21*!	78&86	71&24	-1.2*!
- C[C@]12CC[C@H]3[C@@H](CC=C4C[C@@H](O)CC[C@@]43CO)[C@@H]1CC[C@@H]2O
 : 108	113	97	109	106	93	117	103	97
- CC[N+](C)(C)CCC(C(N)=O)(c1ccccc1)c1ccccc1
 : 109	109	109	109	109	95	108	106	106
- CC[S][Hg][Cl]
 : 109	103	102	122	116	103	110	103	100
- O=C(O)C(O)C(O)C1[O][Sb]([c]2ccc([N+](=O)[O-])cc2)[O]C1CO (configuration not stated)
 : 114	116	105	112	103	100	129	106	101
- C=C[C@H]1CN2CC[C@H]1C[C@@H]2[C@H](O)c1ccnc2ccccc12
 : 106	106	108	111	·	94	95	102	98
- C=CC(O)CN1CC1CC (configuration not stated)
 : 111	108	89	112	104	98	107	106	94
- COc1ccc(-n2c(Sc3nnc(N)s3)nc3ccc(Cl)cc3c2=O)cc1
 : 106	105	98	107	103	94	107	101	92
- Nc1ccc(C(=O)Nc2ccc(S(=O)(=O)F)cc2)cc1
 : 111	105	95	89	91	86	98	104	·
- CCCNC(=O)C(C)(C)CC(=O)N[C@H]1N=C(c2ccccc2)c2ccccc2N(C)C1=O
 : 124	112	104	106	107	103	112	105	100
- CC[C@H](C)[C@H](NC(=O)[C@H]1CCCCN1C)C(=O)N(C)[C@H](C[C@@H](OC(C)=O)c1nc(C(=O)NC23C4C5C2C2C3C4C52C(=O)OC)cs1)C(C)C (some centres not stated)
 : -7.5*	-7.1*	17	50	56	24	34	25	11
- CC(=O)NC1=C(N2CC2C)C(=O)C(NC(C)=O)=C(N2CC2C)C1=O (configuration not stated)
 : 114	112	99	109	118	86	111	97	100
- CC1([N+](=O)[O-])COP(=O)(Nc2ccccc2F)OC1 (configuration not stated)
 : 102	105	110	108	95	101	98	100	·
- BrCCN(CCBr)c1cccc(/C=C/c2ccccc2)c1
 : 111	113	115	100	103	101	102	117	·
- C[C@H]1C[C@@H]2[C@H]([C@@H](O)C[C@]3(C)[C@@H](O)CC[C@@H]23)[C@@]2(C)CCC(=O)C=C12
 : 119	106	101	·	125	99	102	103	96
- CC(C)[N+](C)(CCC(C(N)=O)(c1ccccc1)c1ccccc1)C(C)C
 : 115&110&113	116&117&116	101&100&110	111&115&89	104&106&103	95&94&112	106&102&105	110&105&110	93&96&102
- Oc1ccc(CC2NCCc3cc(O)c(O)cc32)cc1O (configuration not stated)
 : 107	107	90	104	91	94	104	97	102
- Cc1ccc2nc(Sc3sc(N)nc3C)n(-c3ccc(Cl)cc3)c(=O)c2c1
 : 91	93	90	97	88	71	95	87	78
- c1ccc(C2CO2)cc1 (configuration not stated)
 : 123&114	127&106	94&107	118&106	106&107	102&101	115&105	106&109	102&97
- CCC1(CC)C(=O)NC(=S)NC1=O
 : 106	115	87	117	97	97	112	103	97

Remaining list, next part:
Fields – OVCAR-3	DU-145	OVCAR-8	OVCAR-4	OVCAR-5	PC-3	SK-OV-3	SF-268	U251
- NCCc1ccc(S(N)(=O)=O)cc1
 : 100	103	101	112	115	96	73	98	92
- Oc1c(Br)cc(-c2ccccc2)cc1Br
 : 112&120	105&108	98&98	109	97&95	91&103	99&111	105&106	96&104
- O=NN1CCNC1=O
 : 120	109	106	99	101	104	95	98	106
- CC[C@H](c1cccc(O)c1)[C@@H](C)CN(C)C
 : 114	112	106	117	100	88	114	106	100
- C[N+](C)(C)CCOc1ccccc1
 : 109	109	107	106	110	81	106	105	103
- O=C(O)CC(NC(=O)CP(=O)(O)O)C(=O)O (configuration not stated)
 : 109	91	·	115	80	100	102	113	101
- O=C(CCCc1ccc(N(CCCl)CCCl)cc1)NCc1ccccc1
 : 78	79	65	·	92	69	39	63	·
- N#Cc1cccnc1
 : 104	109	108	103	95	95	107	104	103
- Cc1ccc(N)cc1
 : 109	·	104	108	102	93	104	99	100
- Cc1cccc(N2CCN(C(C)C#N)CC2)c1 (configuration not stated)
 : 109	107	106	114	103	102	102	103	103
- C=CCN1CC[C@]23c4c5ccc(O)c4O[C@H]2C(=O)CC[C@@]3(O)[C@H]1C5
 : 100	110	98	108	100	106	112	104	102
